M4 ag: CHRM4 agonism in calcium assay | 0.14% of 360,000 active | activation, % at 3 µM | CHO-K1 hM4/Gqi5, Fluo-8 calcium fluorescence; vehicle 0%, full acetylcholine response 100%;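 active = activation above the run mean over all test wells plus 3 SD, cut at about 32% in these data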;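 note: peak over basal fluorescence ratio per well then scaled between controls; 0% = DMSO wells and 100% = acetylcholine at EC100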
Target sequence (P08173 whole entry, looked up): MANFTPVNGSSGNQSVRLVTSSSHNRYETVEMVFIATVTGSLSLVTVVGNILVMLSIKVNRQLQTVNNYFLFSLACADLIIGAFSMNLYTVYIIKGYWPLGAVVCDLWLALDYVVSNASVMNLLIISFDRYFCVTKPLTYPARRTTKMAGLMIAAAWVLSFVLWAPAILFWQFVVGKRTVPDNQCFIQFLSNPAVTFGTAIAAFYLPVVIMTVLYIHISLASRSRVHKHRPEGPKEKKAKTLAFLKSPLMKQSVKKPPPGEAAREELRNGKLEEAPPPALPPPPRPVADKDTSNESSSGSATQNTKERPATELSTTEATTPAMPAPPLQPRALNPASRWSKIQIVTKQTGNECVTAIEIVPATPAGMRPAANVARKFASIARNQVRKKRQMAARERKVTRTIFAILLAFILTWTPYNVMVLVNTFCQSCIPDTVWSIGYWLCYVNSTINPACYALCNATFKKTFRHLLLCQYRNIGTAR
CHRM1 PAM: potentiates human M1 receptor response to acetylcholine; CHO-K1 hM1, Fluo-8 calcium fluorescence, ACh EC20; 0% = ACh EC20, 100% = maximal ACh; P11229; 0.088% of 360,000 active; AID 588819; activation, % at 3 µM; in the data active = activation above about 19%, passing the limit was not always enough
Target sequence (P11229 whole entry, looked up): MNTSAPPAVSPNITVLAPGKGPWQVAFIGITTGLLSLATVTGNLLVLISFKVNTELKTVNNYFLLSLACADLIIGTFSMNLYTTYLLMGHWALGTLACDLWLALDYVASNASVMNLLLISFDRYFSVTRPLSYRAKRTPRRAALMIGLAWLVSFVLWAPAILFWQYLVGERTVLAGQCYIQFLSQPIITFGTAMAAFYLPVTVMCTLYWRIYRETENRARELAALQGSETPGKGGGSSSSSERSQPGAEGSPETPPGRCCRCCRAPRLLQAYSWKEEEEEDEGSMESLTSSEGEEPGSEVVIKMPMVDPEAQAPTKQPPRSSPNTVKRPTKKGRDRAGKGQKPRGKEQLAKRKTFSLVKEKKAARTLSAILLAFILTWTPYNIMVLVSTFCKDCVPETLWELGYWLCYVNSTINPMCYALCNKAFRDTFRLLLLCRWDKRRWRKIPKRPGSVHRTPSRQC
M1 ag: agonists of human M1 muscarinic receptor; activation, % at 3 µM; CHO-K1 hM1, Fluo-8 calcium fluorescence, agonist mode; 0% DMSO, 100% acetylcholine EC100; 0.33% of 360,000 active;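 active = activation above the run's mean compound activation plus 3 SD, cut at about 16% in these data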;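 note: peak over basal fluorescence ratio within a 140 s kinetic read after compound addition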
CHO parental Ca: counter-screen: ATP calcium response change in parental CHO cells; parental CHO-K1, ATP-induced calcium, Fluo-8 fluorescence; inhibition, % at 5.6 µM; 0.63% of 330,000 active; AID 463079;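 active = inhibition above that plate's mean sample inhibition plus 3 SD, cut at about 26% in these data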;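 note: 0% = ATP-challenged DMSO wells and 100% = DMSO wells without ATP; some compounds past the cut are filed as inactive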
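Test system: untransfected parental CHO cell line; also added: ATP stimulus; dosing: 5.6 µM, single dose; signal: calcium-sensitive Fluo-8 fluorescence; measure: percent inhibition of ATP-evoked calcium rise, normalized to controls; benchmarks: low control ATP plus DMSO, high control DMSO only; replication: one well per compound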
CHRM1 antagonist: blocks human M1 muscarinic receptor. AID 588852. inhibition, % at 3 µM. CHO-K1 hM1, Fluo-8 calcium fluorescence, ACh EC80 antagonist. 1.3% of 360,000 active;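 active = percent inhibition above its own plate's cutoff, namely the mean of that plate's compound wells plus 3 SD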;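 note: peak over basal fluorescence ratio during 140 s after agonist addition; 0% = ACh EC80 plus DMSO and 100% = DMSO alone without agonist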
OXTR potentiate: human OXTR potentiation. 0.061% of 320,000 active. CHO-OTR cells, Fluo-8 calcium fluorescence, potentiator mode; 0% = oxytocin EC15, 100% = EC100. P30559. activation, % at 3 µM;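 active = activation above that plate's cutoff, the mean activation of tested compounds plus 3 SD, cut at about 6.6% in these data, passing the limit was not always enough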;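 note: 100% uses oxytocin at 75 nM as the full agonist control; some results filed as inactive read as strong as hits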
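Replication – single well per compound, singlicate · Assay system – CHO cell line stably expressing human OTR · Timing – 6 min pre-incubation, 100 s read · Measure – normalized max/min fluorescence ratio, % activation · Doses – 3.0 µM, one dose · Detection – Fluo-8 calcium dye fluorescence · Probe or stimulus – oxytocin near EC15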
CHO-K1 Ca ag: M1 agonist counterscreen hit in parental CHO-K1 cells; activation, % at 3 µM; 0.48% of 360,000 active; Fluo-8 calcium fluorescence; scaled to maximal ATP response, vehicle zero; AID 602248; in the data active = activation above about 15%;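 note: untransfected CHO-K1 host cells lacking M1 receptor as counterscreen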
CHO-K1 Ca antag: M1 antagonist counterscreen hit in parental CHO-K1 cells; ATP-induced calcium, Fluo-8 fluorescence; inhibition, % at 3 µM; 0.6% of 360,000 active; AID 602250;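 active = inhibition above a per-plate cutoff, the plate's mean sample inhibition plus 3 SD, cut at about 24% in these data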;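 note: 0% = DMSO plus EC80 ATP and 100% = DMSO alone without ATP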
CHRM4 antagonist: CHRM4 antagonism in calcium assay | P08173 | CHO-hM4 cells, ACh EC80, Fluo-8 calcium fluorescence | inhibition, % at 3 µM | 0.73% of 360,000 active | AID 624125;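 active = inhibition above its plate's cutoff, the mean inhibition of sample wells plus 3 SD, cut at about 27% in these data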;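 note: 0% = acetylcholine EC80 with DMSO and 100% = DMSO without agonist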
Numbers without * were called inactive; x = no result given.

Every second line gives: M4 ag | CHRM1 PAM | M1 ag | CHO parental Ca | CHRM1 antagonist | OXTR potentiate | CHO-K1 Ca ag | CHO-K1 Ca antag | CHRM4 antagonist
> O=c1nc2s/c(=C\c3ccc(-c4ccccc4[N+](=O)[O-])o3)c(=O)n2nc1-c1ccccc1
  0.3 | -3.9 | -3.2 | x | 8.5 | x | 0.1 | -8.8 | 2.7
> CC(=O)NC(=S)Nc1cccc2c(C)cc(C)nc12
  0.3 | 16.5 | -8.8 | 0.5 | -8.7 | -3.0 | 1.2 | -2.6 | 1.5
> NS(=O)(=O)c1ccc(NC(=O)Cn2ncc3c2-c2ccccc2OC3)cc1
  0.9 | 16.2 | 8.0 | 8.5 | -3.1 | -6.0 | -0.4 | 6.0 | -7.3
> Cc1ccc(C(=O)Nc2ccc(S(=O)(=O)N3CCCC3)cc2)o1
  2.6 | 7.6 | -5.5 | -17.9 | -9.8 | -8.0 | 2.1 | -2.7 | -5.3
> COc1ccc(NC(=O)c2cccc(S(=O)(=O)N3CCc4ccccc43)c2)c(OC)c1
  2.2 | 6.3 | 0.1 | x | -13.2 | x | 0.5 | -9.8 | -11.7
> COc1ccc(NC(=O)CCc2c(C)nc3nc(CNC(=O)c4cccc(F)c4)nn3c2C)cc1OC
  -0.9 | 12.5 | -1.4 | -5.1 | -13.2 | -0.6 | -0.5 | -15.0 | -9.3
> CSc1ccc(CCNC(=O)c2cc(C)nn2-c2ccccc2)cc1
  0.3 | -4.6 | -2.1 | -3.4 | 11.7 | -7.4 | 0.3 | -18.2 | -0.1
> O=C(COC(=O)c1ccccc1Nc1ccccc1)NCc1ccccc1
  -1.2 | 4.0 | -4.6 | -25.4 | -10.2 | -9.3 | 0.1 | -9.1 | -5.0
> NNC(=O)C(=O)/C=C1\NC2(CCCC2)Cc2ccccc21
  -1.1 | 21.8 | 5.2 | -9.7 | -17.7 | -11.8 | 0.5 | -3.6 | -4.0
> NC(=S)NN=C1CCC2(CCCCC2)CC1
  0.4 | -1.7 | -1.8 | x | 11.4 | x | 0.1 | -1.8 | -13.8
> COc1ccccc1C(=O)COC(=O)CSCC(=O)Nc1cc(C)on1
  0.5 | 5.1 | -3.8 | -13.4 | -1.7 | -5.8 | 0.3 | 8.4 | -1.1
> N/C(=N\OC(=O)Cc1ccccc1[N+](=O)[O-])c1ccncc1
  2.6 | 9.8 | -4.0 | -5.9 | -5.5 | -2.2 | 14.6 | 3.3 | -4.5
> O=C1C(=Cc2cn(-c3ccccc3)nc2-c2ccc(OCc3ccccc3)cc2)SC(=S)N1CCS(=O)(=O)O
  2.5 | 11.9 | -1.8 | x | -23.5 | x | 1.7 | -3.1 | -2.1
> O=C(NC1CCCCC1)c1ccc(-c2ccccc2F)o1
  -1.3 | 8.3 | -4.4 | -21.1 | -9.0 | -4.0 | -0.6 | 1.4 | -6.1
> CCC(C)NC(=O)C1CCC(CNS(=O)(=O)c2ccc3c(c2)CC(C)N3C(C)=O)CC1 (stereo not given)
  1.9 | 3.2 | -2.3 | -3.2 | 0.9 | -12.3 | 2.9 | -10.1 | 4.5
> O=C(Cc1cccc2ccccc12)N/N=C/c1ccncc1
  2.9 | 5.8 | -3.7 | -5.7 | -8.8 | -4.9 | 25.7* | 1.2 | -1.4
> Cc1cc2c3c(c1C)C1(C(=O)N3C(C)(C)CC2C)C(C#N)=C(N)Oc2n[nH]c(C)c21 (stereo not given)
  0.6 | 12.3 | -3.8 | -13.3 | -7.4 | 0.6 | 0.0 | -17.8 | -0.8
> COc1ccc(NC(=O)CCNC(=O)Cn2cnc3ccccc3c2=O)c(OC)c1
  1.0 | -2.3 | -4.1 | -8.3 | 6.6 | -1.9 | 0.7 | -15.8 | -0.4
> O=[N+]([O-])c1ccc(N2CCN(C(=S)Nc3ccccc3)CC2)cc1
  1.8 | 3.5 | -3.1 | 14.6 | -3.5 | -26.7 | 6.8 | -7.9 | -5.1
> Cc1ccccc1Cn1ccc(-c2ccc3c(c2)OCO3)n1
  -2.1 | 3.5 | -5.0 | -21.4 | -7.2 | -12.8 | 6.4 | -0.9 | -24.3
> O=C(Nc1ccc(N2CCOCC2)cc1)c1ccc(Cl)nc1
  1.1 | 10.6 | -1.6 | -15.3 | -14.6 | -7.5 | 0.5 | -10.4 | 13.6
> Cc1cc(C)n(CCc2nc(-c3ccc(-c4ccccc4)cc3)cs2)n1
  4.2 | -1.1 | -7.8 | -7.7 | -0.2 | -15.6 | 2.4 | -12.0 | 7.4
> N#C/C(=C\c1ccccc1Br)C(=O)NC1CC1
  1.4 | 0.1 | -0.2 | -2.5 | 8.9 | 3.9 | 1.5 | 17.6 | -3.1
> O=C(O)c1ccc(NC(=S)NC(NC(=O)c2ccco2)C(Cl)(Cl)Cl)cc1 (stereo not given)
  -0.5 | 6.4 | -6.1 | -8.5 | -2.1 | -17.9 | 0.6 | 3.5 | 6.3
> CCc1nonc1NC(=O)COc1ccc(Cl)c(C)c1
  6.0 | -2.0 | 0.1 | -8.7 | -1.0 | -12.1 | 7.5 | -16.9 | -17.4
> COc1ccc(S(=O)(=O)N(C)CC(=O)Nc2cccc(C(C)=O)c2)cc1C
  5.0 | -1.0 | -2.2 | -19.1 | -6.2 | -1.3 | 5.2 | -11.1 | 3.8
> CN(c1ccccc1)S(=O)(=O)c1cccc(NC(=O)Cc2c(F)cccc2Cl)c1
  8.8 | -5.3 | -1.1 | 22.2 | 4.7 | -15.9 | 5.1 | -2.7 | 6.9
> Cc1cc(C)n2nc(CC(=O)NC3CCCC(C)C3C)nc2n1 (stereo not given)
  0.3 | 1.5 | -3.0 | -8.8 | -5.5 | -6.8 | 0.4 | -14.8 | -0.9
> Cn1cc(S(=O)(=O)Cc2ccc(F)cc2)c2ccccc21
  1.4 | -0.9 | -3.6 | -14.1 | -2.6 | -2.8 | 0.8 | 1.9 | -9.4
> Cc1ccc(NC(=O)CSc2nnc(-c3cccnc3)n2CCN2CCCCC2)cc1
  0.6 | 0.0 | -7.6 | -22.0 | 2.5 | 7.7 | 0.0 | 4.9 | -4.7
> CC(C)(C)NC(=O)CN(C(=O)CS(=O)CC(=O)Nc1ccc(F)cc1)c1cccc(F)c1 (stereo not given)
  0.5 | 7.3 | -3.8 | -7.3 | -3.8 | -6.2 | 0.3 | -16.9 | -6.6
> O=C(NCc1cn(-c2ccccc2)nc1-c1ccccc1)c1ccc([N+](=O)[O-])cc1
  0.4 | -4.7 | -8.9 | -11.3 | 4.7 | -12.9 | 0.4 | -6.6 | -5.0
> COc1ccccc1-c1c(C#N)c(N)nc2c1CCc1ccccc1-2
  2.7 | 2.4 | -1.8 | -1.5 | 2.8 | -8.4 | 1.0 | -7.7 | -12.5
> Cc1ccc(NC(=S)NCCc2ccc(S(N)(=O)=O)cc2)cc1C
  1.6 | -0.2 | -7.6 | -10.7 | -7.8 | -3.4 | 0.5 | 4.2 | -4.2
> COc1ccc(NC(=O)c2ccc3c(c2)C(=O)N(Cc2ccncc2)C3=O)cc1S(N)(=O)=O
  1.4 | 3.8 | -0.3 | 5.2 | -12.7 | 5.9 | 0.4 | -10.7 | -5.9
> CCn1c(SCC(=O)Nc2ccc3c(c2)OCO3)nnc1-c1cnccn1
  0.9 | 9.8 | -4.0 | -1.1 | -9.4 | 0.3 | 0.2 | 16.5 | 6.3
> CN(/N=C/c1ccc([N+](=O)[O-])o1)c1ccccc1
  2.3 | 0.8 | -9.4 | -10.2 | 0.5 | -9.4 | 1.0 | -3.2 | 1.9
> CCCCOc1cccc(C(=O)NC(=S)Nc2cccc(C(F)(F)F)c2)c1
  0.5 | -1.9 | -7.8 | -29.1 | -6.3 | -15.0 | 0.3 | -6.5 | -2.0
> O=C(COc1ccccc1)NCC(=O)Nc1cccc(S(=O)(=O)NC2=NCCC2)c1
  0.3 | -7.1 | -4.2 | -2.1 | 1.4 | -3.7 | -0.2 | 3.3 | -7.5
> COC(=O)[C@H](Cc1ccc(O)cc1)NC(=O)Cn1cnc2c(NCc3ccccc3)ncnc21
  0.5 | 13.0 | 1.8 | -5.6 | -18.3 | x | 0.2 | 5.4 | 1.4
> O=C(NCc1ccco1)c1nn(-c2ccccc2)c(=O)c2ccccc12
  2.5 | 3.1 | -1.7 | -14.6 | 0.4 | 4.8 | 1.2 | -2.0 | -7.6
> COc1ccc(C(=O)OC(C)C(=O)NCC2CCCCC2)cc1S(=O)(=O)N1CCOCC1 (stereo not given)
  2.5 | 4.2 | -4.5 | -8.5 | 0.3 | 1.4 | 0.8 | -1.8 | -5.0
> CCc1ccc([C@@H]2CC=C(C(=O)O)[C@H](c3ccc(C)cc3)N2S(=O)(=O)c2ccc(C)cc2)cc1
  4.3 | -14.2 | -6.6 | -5.6 | 18.5 | -8.4 | 0.1 | 4.9 | -0.3
> O=C(NS(=O)(=O)c1ccccc1[N+](=O)[O-])c1ccccc1
  0.7 | 1.4 | -0.2 | -4.1 | 0.5 | 0.8 | 0.7 | -11.6 | -1.6
> COc1cccc(Cn2c(NCC(C)C)nc3c2c(=O)n(C)c(=O)n3C)c1
  -1.0 | 3.4 | -5.1 | -7.5 | 3.4 | -2.2 | -0.1 | -2.0 | 7.3
> O=C(CNC(=O)c1ccccc1F)NCc1cccnc1
  2.2 | 3.1 | -2.4 | 6.1 | 13.9 | -8.9 | -0.1 | 2.0 | -12.1
> CN1C(=O)COc2ccc(C(=O)c3ccccc3C(=O)O)cc21
  0.0 | 11.9 | -5.9 | -5.1 | -10.8 | -1.1 | 1.1 | -6.8 | 5.0
> Cc1onc(-c2ccccc2Cl)c1C(=O)N1CCCc2ccccc21
  2.8 | -4.2 | -7.2 | -19.4 | 7.8 | 2.8 | 1.4 | -13.9 | 19.1
> Cc1ccc(CNC(=O)c2ccc(N3CCC4(CC3)CC(c3ccccc3)=NO4)c(NC(=O)c3cccc(C)c3)c2)cc1
  2.5 | 4.3 | -3.3 | -9.0 | -7.9 | -2.6 | 0.0 | -15.6 | -5.8
> COc1ccc(-n2nc(C(=O)NCC(=O)NCCCN3CC(C)CC(C)C3)c3ccccc3c2=O)cc1OC (stereo not given)
  0.4 | 3.0 | -1.5 | -22.6 | -0.5 | -0.9 | 1.4 | -15.5 | -2.3
> O=C(Cn1nc(C(=O)O)c2ccccc2c1=O)Nc1ccc(F)cc1F
  2.3 | 3.9 | -3.7 | -23.2 | -2.9 | -12.2 | 1.3 | -10.3 | 2.6
> O=C(NCCC(=O)N(Cc1ccco1)Cc1cccs1)c1ccc(Br)cc1
  5.8 | 2.4 | -4.2 | -23.4 | -7.4 | -5.5 | 1.1 | -16.1 | 10.3

An excerpt from above in order of the M1 ag value, ascending:
compound | M4 ag | CHRM1 PAM | M1 ag | CHRM1 antagonist | CHRM4 antagonist
COc1ccc(C(=O)OC(C)C(=O)NCC2CCCCC2)cc1S(=O)(=O)N1CCOCC1 (stereo not given) | 2.5 | 4.2 | -4.5 | 0.3 | -5.0
O=C(NCCC(=O)N(Cc1ccco1)Cc1cccs1)c1ccc(Br)cc1 | 5.8 | 2.4 | -4.2 | -7.4 | 10.3
O=C(CNC(=O)c1ccccc1F)NCc1cccnc1 | 2.2 | 3.1 | -2.4 | 13.9 | -12.1
